Source: PubChem
KCNK3 inh = human KCNK3 channel inhibition, primary screen; O14649; CHO-KCNK3 thallium flux, FluxOR fluorescence; hits give low values; B-score at 10 µM; 340,000 tested, 0.84% active; AID 602410;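 active = B-score under library mean minus 4 SD, starting fluorescence ratio at most library mean plus 5 SD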;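 also: more negative B-score means stronger inhibition of thallium flux through KCNK3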
Target sequence (O14649 whole entry, looked up): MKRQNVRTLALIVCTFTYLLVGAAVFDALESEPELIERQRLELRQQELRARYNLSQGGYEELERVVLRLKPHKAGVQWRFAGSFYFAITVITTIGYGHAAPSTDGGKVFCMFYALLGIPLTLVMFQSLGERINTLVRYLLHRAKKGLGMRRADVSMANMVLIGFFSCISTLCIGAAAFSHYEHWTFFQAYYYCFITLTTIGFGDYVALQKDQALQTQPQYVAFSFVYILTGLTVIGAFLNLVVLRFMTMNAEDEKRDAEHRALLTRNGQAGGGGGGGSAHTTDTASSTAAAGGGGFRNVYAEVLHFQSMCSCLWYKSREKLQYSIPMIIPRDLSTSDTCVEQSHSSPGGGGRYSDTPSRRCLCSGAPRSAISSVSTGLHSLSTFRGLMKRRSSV
MrgX1 PAM = allosterically activates human MrgX1 receptor signaling | MrgX1-HEK293, Fluo-4 calcium flux, FDSS; hits give high values | Q96LB2 | B-score at 10 µM | 310,000 tested, 0.63% active;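 active = plate-corrected calcium response at least 3 library SD above typical, normal starting fluorescence, not activating the receptor alone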;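 also: compound read alongside a low EC10 to EC30 dose of BAM8-22 agonist; peak minus trough fluorescence over baseline measured at the second addition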
KCNQ1 block = human KCNQ1 channel inhibition. CHO-K1 KCNQ1, FluxOR thallium flux fluorescence; hits give high values. B-score at 10 µM. P51787. 310,000 tested, 1.3% active;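 active = compounds whose thallium flux B-score, printed positive for inhibition, exceeds three library SD while starting fluorescence stays within three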;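 also: channel opened by potassium depolarization with thallium stimulus after 20 min compound exposure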
MrgX1 ag = activates human MrgX1 receptor signaling | Q96LB2 | MrgX1-HEK293 cells, Fluo-4 calcium fluorescence, agonist mode; hits give high values | B-score at 10 µM | 310,000 tested, 0.44% active;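 active = calcium response B-score plate-corrected fluorescence ratio at least 3 library SD, with starting fluorescence B-score inside 5 SD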
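Test system: HEK293 cells stably expressing human MrgX1 receptor; amount: 15,000 cells per well; doses: compound delivered in addition one of three; times: overnight plating before 1 h dye loading; detection: Fluo-4 NW calcium-flux fluorescence, kinetic read; read-out basis: B-scored fluorescence response ratio; controls: positive and negative controls per plate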
hERG protect = hERG (human) protection from proarrhythmic block | Q12809 | CHO-hERG, FluxOR thallium flux, dofetilide IC70 present | activation (rescue from dofetilide block), less the hit threshold, % at 10 µM | 310,000 tested, 0.51% active | AID 1511;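 active = activation above the mean of controls blocked by dofetilide plus 5 SD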;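 also: thallium influx through hERG after potassium depolarization seen as dye fluorescence rise; in these data hits start at about 4.7%; inactives centre near -7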
KCNQ1 pot = potentiates or activates the human KCNQ1 potassium channel | 310,000 tested, 0.35% active | B-score at 10 µM | CHO-K1 KCNQ1, thallium flux FluxOR fluorescence; hits give high values | AID 2648;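 active = fluorescence ratio B-score, a plate-corrected score, at least three library SD, with initial intensity B-score within 5 SD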
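Test system: CHO-K1 cells stably expressing KCNQ1 / Medium: assay buffer / Also added: depolarizing K+/Tl+ stimulus, K2SO4 and Tl2SO4 each 12.5 mM in 5x stock / Incubation: 90 min dye loading and 20 min compound exposure, both at room temperature / Signal: thallium influx via FluxOR fluorescence, kinetic imaging / Evaluation: B score of baseline-normalized fluorescence ratio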
RGS4 pot = potentiators or activators of RGS4; HEK293 M3R/inducible RGS4, carbachol calcium flux Fluo4; hits give low values; B-score at 10 µM; 310,000 tested, 0.92% active; AID 463111;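 active = B-score of the integrated calcium signal more than 4 SD below the library mean, with starting fluorescence not abnormally high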;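 also: negative B-score means reduced calcium response which marks RGS4 activation or potentiation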
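test system = HEK293 cells with stable M3R and inducible RGS4 | schedule = recording 10 s baseline at 1 Hz, 100 s post-agonist | technique = Fluo4-AM (2 µM) calcium-flux fluorescence, kinetic read | measure = Agonist-evoked peak-minus-minimum fluorescence over baseline, integrated ratio, B score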
RGS4 inh = inhibitors of human RGS4; 310,000 tested, 0.45% active; AID 463165; HEK293 M3R/RGS4 inducible, Fluo-4 calcium flux; hits give high values; triggered by carbachol at its EC20; B-score at 10 µM;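 active = B-score, a plate-corrected calcium signal, over three deviations above library mean, with baseline fluorescence within five deviations of library mean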;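 also: RGS4 expression induced by doxycycline in cells with stable M3 receptor; B-score is computed from the integrated fluorescence ratio over baseline after carbachol; higher B-score means a larger calcium signal and so more RGS4 inhibition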
Target sequence (P49798 whole entry, looked up): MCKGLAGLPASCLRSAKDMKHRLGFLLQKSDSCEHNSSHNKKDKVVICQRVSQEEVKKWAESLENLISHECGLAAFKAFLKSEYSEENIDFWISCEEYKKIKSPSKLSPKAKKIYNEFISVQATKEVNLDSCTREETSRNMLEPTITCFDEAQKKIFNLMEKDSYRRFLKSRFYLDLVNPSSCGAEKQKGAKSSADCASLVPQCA
TMEM16A act = activates or potentiates the mouse TMEM16A chloride channel | Q8BHY3 | HEK293 TMEM16A/YFP-H148Q/I152L, iodide quench fluorescence; hits give low values | B-score at 10 µM | 340,000 tested, 0.3% active;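 active = fluorescence-ratio B-score plate-corrected deviation score at least 3 library SD below zero, with starting fluorescence score within 5 deviations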;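 also: channel opened by trigger with iodide after compound preincubation; score built on the fluorescence ratio of max minus min over baseline; more negative score means more quench and so TMEM16A activation or potentiation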
ANO1 block = blocks the mouse calcium-activated chloride channel TMEM16A | Q8BHY3 | HEK293 TMEM16A/YFP iodide influx fluorescence, ionomycin | normalized B-score (activity score, 25-100; higher = stronger inhibition) at 10 µM | 310,000 tested, 1.2% active | AID 588511;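 active = ratio plate-corrected score three or more library SD toward inhibition, starting fluorescence score within five deviations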;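 also: score derived from kinetic fluorescence span divided by baseline fluorescence per well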
KCNK9 block = inhibitors of human KCNK9 two-pore domain potassium channel; Q9NPC2; HEK293 KCNK9, FluxOR thallium flux fluorescence; hits give low values; B-score at 10 µM; 310,000 tested, 1.2% active; AID 488922;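 active = ratio B-score over 3 SD below the library mean, with starting fluorescence within 5 SD of its mean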;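 also: negative B-score means less thallium flux so channel inhibition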
Target sequence (Q9NPC2 whole entry, looked up, the tested form may be a part): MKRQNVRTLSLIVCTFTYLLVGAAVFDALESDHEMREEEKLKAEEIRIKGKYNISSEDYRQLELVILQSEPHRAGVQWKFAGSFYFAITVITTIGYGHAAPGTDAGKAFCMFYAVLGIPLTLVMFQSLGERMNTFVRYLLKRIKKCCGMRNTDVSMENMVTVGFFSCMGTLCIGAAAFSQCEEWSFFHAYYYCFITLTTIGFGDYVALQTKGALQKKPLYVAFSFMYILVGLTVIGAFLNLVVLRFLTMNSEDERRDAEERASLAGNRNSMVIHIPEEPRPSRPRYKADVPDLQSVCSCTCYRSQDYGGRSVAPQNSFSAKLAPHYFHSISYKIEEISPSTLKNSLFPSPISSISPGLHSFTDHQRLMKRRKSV
* = called active by the depositor; i = inactive; · = not tested or not shown.

SMILES | KCNK3 inh | MrgX1 PAM | KCNQ1 block | MrgX1 ag | hERG protect | KCNQ1 pot | RGS4 pot | RGS4 inh | TMEM16A act | ANO1 block | KCNK9 block
Cc1cccc(C2c3[nH]c4ccccc4c3CCN2C(=O)c2cc(-c3cccn3C)n[nH]2)n1 (centres undefined) | i | i | i | i | -14.1 | i | i | i | i | i | i
CCCNc1nc(Cl)nc(Nc2ccc(Cl)cc2)n1 | i | i | i | i | -4.4 | i | i | i | i | i | i
Oc1ccc(-n2cnnn2)cc1 | i | i | i | i | -4.9 | i | i | i | i | i | i
CCc1nnc(NC(=O)CSc2nc3c(cc2C#N)CCC3)s1 | i | i | i | i | -10.2 | i | i | i | i | i | i
COc1ccc(C(=O)NNC(=O)C(=O)Nc2ccc(C)cc2)cc1 | i | i | i | i | 15.0* | 41* | i | i | i | i | i
CC1(C)CC2CC(C)(CN2C(=O)c2cc(-c3ccc(O)cc3)on2)C1 (centres undefined) | i | i | i | i | -7.6 | i | i | i | i | i | i
CCCC(=O)Nc1nnc(S(=O)(=O)N(CC)c2ccc(OC)cc2)s1 | i | i | i | i | -7.0 | i | i | i | i | i | i
CCOc1ccc(CSCCNC(=S)Nc2ccc(OC)cc2)cc1 | i | i | i | i | -15.5 | i | i | i | i | i | i
O=[N+]([O-])c1ccc(N2CCN(S(=O)(=O)c3ccccc3)CC2)cc1NCc1ccco1 | · | i | i | i | -6.1 | i | i | i | · | i | i
COc1ccc(C)cc1NS(=O)(=O)c1ccc2c(c1)N(C)CCO2 | i | i | i | i | 1.3 | i | i | i | i | i | i
O=C(COC(=O)c1cccs1)NCCC1=CCCCC1 | i | i | i | i | -5.9 | i | i | i | i | i | i
Cc1ccc(OCCc2csc(N)n2)cc1 | i | i | i | i | -3.9 | i | i | i | i | i | i
Cc1ccc(Cn2nnnc2CN2CCC(O)(c3ccc(F)cc3)CC2)cc1 | i | i | i | i | -7.8 | i | i | i | i | i | i
COc1cc(/C=N/NC(=O)c2ccncc2)ccc1OC(=O)c1ccccc1Cl | i | i | i | i | -21.6 | i | i | i | i | i | i
Fc1ccc(CN2C3=NCCCN3c3ccccc32)cc1 | i | i | i | i | -11.4 | i | i | i | i | i | i
Cc1cc(-n2cccn2)ccc1CN1CCN(C2CCCC2)C(CCO)C1 (centres undefined) | i | i | i | i | -7.5 | i | i | i | i | i | i
FC(F)(F)c1ccc(Oc2ccc3c(C(F)(F)F)cc(C(F)(F)F)nc3n2)cc1 | i | i | i | i | -6.6 | i | i | i | i | i | i
Oc1ccc(-c2n[nH]c(=S)n2-c2ccc3c(c2)OCCO3)c(O)c1 | i | i | i | i | -8.2 | i | i | i | i | i | i
COc1cc(Cl)c(C)cc1NC(=O)Cn1c(NCCO)nc2ccccc21 | i | i | i | i | -5.9 | i | i | i | i | i | i
COc1ccc(NC(=O)c2ccc3c(=O)n(-c4ccc(OC)cc4OC)c(=S)[nH]c3c2)c(OC)c1 | i | i | i | i | -11.7 | i | i | i | i | i | i
CC(=O)Nc1ccc(S(=O)(=O)N2CCC(NC(C)=O)(c3cccc(F)c3)CC2)cc1 | i | i | i | i | -1.4 | i | i | i | i | i | i
CC(Oc1ccc(Cl)cc1)C(=O)Nc1ncccn1 (centres undefined) | i | i | i | i | -2.6 | i | i | i | i | i | i
NC(=O)C1(N2CCCCC2)CCN(S(=O)(=O)c2ccc(Cl)s2)CC1 | i | i | i | i | -8.9 | i | i | i | i | i | i
Cc1cccc(OCc2ccc(C(=O)Nc3ccc(F)cc3)cc2)c1 | i | i | i | i | -4.1 | i | i | i | i | i | i
CCOc1ccc(OCCC(=O)N(CC)CC(=O)NCc2ccc(Cl)cc2)cc1 | i | i | i | i | -13.1 | i | i | i | i | i | i
CN(C(=O)COc1ncnc2sccc12)c1ccccc1 | i | i | i | i | -4.4 | i | i | i | i | i | i
N#CC1=C(N)OC2=C(C(=O)CCC2)C1c1cc2c(cc1Cl)OCO2 (centres undefined) | i | i | i | i | -7.8 | i | i | i | i | i | i
Cc1cc(O)c(/C=N/Nc2ccccc2)c(=O)o1 | i | i | · | i | · | · | · | · | i | i | ·
CCOC(=O)c1ccc(NC(=O)COC(=O)Cc2csc(-c3ccccc3)n2)cc1 | i | i | i | i | -3.0 | i | i | i | i | i | i
Cc1ccccc1C(=O)N(CC(=O)Nc1sc(C)c(C)c1C(N)=O)C1CCCC1 | i | i | i | i | -4.0 | i | i | i | i | i | i
Cc1cc(C(=O)N/N=C/c2ccc([N+](=O)[O-])o2)c(C)o1 | i | i | i | i | -7.5 | i | i | i | i | i | i
CSc1ccc(Cl)c(C(=O)NCCOc2ccccc2)c1 | i | i | i | i | -7.8 | i | i | i | i | i | i
CC(C)CN1C=C2C(=O)C(C)(OC(=O)CCc3ccccc3)C(=O)C=C2C=C1c1ccc(C#N)cc1 (centres undefined) | i | i | i | i | -9.8 | i | i | i | i | i | i
FC(F)(F)c1nnc2ccc(N3CCOCC3)nn12 | i | i | i | i | -11.0 | i | i | i | i | i | i
CC1Cc2cc(S(=O)(=O)N3CCN(C)CC3)ccc2N1C(=O)C1CC1 (centres undefined) | i | i | i | i | -7.5 | i | i | i | i | i | i
CCN(CC)C(=O)C(=O)c1cn(CC(=O)N2CCc3ccccc3C2)c2ccccc12 | i | i | i | i | -17.5 | i | i | i | i | i | i
CCOc1ccc(NS(=O)(=O)c2ccc(C(=O)NCC(c3ccccc3OC)N3CCCC3)cc2)cc1 (centres undefined) | i | i | i | i | -16.1 | i | i | i | i | i | i
CCOc1ccc(N2CC(=O)N(c3ccc(OCC)cc3)CC2=O)cc1 | i | i | i | i | -3.8 | i | i | i | i | i | i
COc1ccc(CCNC(=O)CN2C(=O)CSc3ccc(S(=O)(=O)N4CCOCC4)cc32)cc1OC | i | i | i | i | -5.2 | i | i | i | i | i | i
Cc1cc(=O)[nH]c(=O)n1Cc1ccccc1 | i | i | i | i | -5.2 | i | i | i | i | i | i
CCn1c2ccccc2c2cc(NC(=O)COC(=O)c3cc(Cl)c(N)cc3OC)ccc21 | i | i | i | i | -10.7 | i | i | i | i | i | i
COc1ccc(-c2csc(NC(C)c3nc4cc(Cl)c(N5CCCCC5)cc4n3CCOCCO)n2)cc1 (centres undefined) | i | i | i | i | -10.5 | i | i | i | i | i | i
Cc1cccc(OCC(=O)Nc2ccc(S(=O)(=O)Nc3onc(C)c3C)cc2)c1C | i | i | i | i | -12.0 | i | i | i | i | i | i
CCOc1cc(CN2CCC(n3nccc3NC(=O)C3CC3)CC2)ccc1O | i | i | i | i | -2.5 | i | i | i | i | i | i
COc1cc(NC(=O)CN2CC(c3ccccc3)CC2=O)cc(OC)c1 (centres undefined) | i | i | i | i | -9.4 | i | i | i | i | i | i
Cc1ccc2oc(Nc3nc(C)c(C)c(C)n3)nc2c1 | i | i | i | i | -9.3 | i | i | i | i | i | i
CCOC(=O)CON1C(=O)C(=O)N(OCC(=O)OCC)[C@H]2CCCC[C@H]21 | i | i | i | i | -4.6 | i | i | i | i | i | i
CCOc1ccc(CCNC(=O)c2ccc3nc(CC)c(CC)nc3c2)cc1 | i | i | i | i | -6.0 | i | i | i | i | i | i
O=C1[C@H]2[C@@H](c3ccc(Cl)cc3)N3C(=O)N(c4cccc(Cl)c4)C(=O)[C@@]3(Cc3ccccc3)[C@H]2C(=O)N1C1CCCCC1 | i | i | i | i | -5.2 | i | i | i | i | i | i
CCn1c(=O)cc(N2CCCCC2)[nH]c1=O | i | i | i | i | -5.3 | i | i | i | i | i | i
Cc1cc(C)nc(NC(=O)/C=C/c2cccs2)c1 | i | i | i | i | -0.6 | i | i | i | i | i | i
O=C(CCCn1c(SCC(=O)c2ccccc2)nc2ccccc2c1=O)NCC1CCCO1 (centres undefined) | i | i | i | i | -19.0 | i | i | i | i | i | i
COc1ccc(CCN(C)C(=O)c2ccc(S(=O)(=O)NCc3ccco3)cc2)cc1OC | i | i | i | i | -5.4 | i | i | i | i | i | i
CCOC(=O)CN(Cc1sccc1C)C(=O)Nc1ccc(OC)cc1OC | i | i | i | i | -2.8 | i | i | i | i | i | i
Cc1ccc(C)c2[nH]c(=O)c(C(c3nnnn3CCc3ccccc3)N3CCOCC3)cc12 (centres undefined) | i | i | i | i | -13.8 | i | i | i | i | i | i
COc1ccc(-n2c(Cc3cccn3C)nnc2SCC(=O)Nc2ccccc2OC)cc1 | i | i | i | i | -5.2 | i | i | i | i | i | i
Cc1cc(NC(=O)NCc2ccccc2)c(=O)n(Cc2ccc(F)cc2)c1 | i | i | i | i | -1.2 | i | i | i | i | i | i
O=C(c1cnn(-c2ccccc2)c1-n1cccc1)N1CCN(C2CCCCC2)CC1 | i | i | i | i | -5.4 | i | i | i | i | i | i
O=C(NCCc1ccc(Cl)cc1)c1ccc2[nH]c(=O)c(=O)[nH]c2c1 | i | i | i | i | -8.6 | i | i | i | i | i | i
Cc1ccc(NC2=C(Cl)C(=O)c3ccccc3C2=O)cc1 | i | i | i | i | -4.3 | i | i | i | i | i | i
Next section.
SMILES | KCNK3 inh | MrgX1 PAM | KCNQ1 block | MrgX1 ag | hERG protect | KCNQ1 pot | RGS4 pot | RGS4 inh | TMEM16A act | ANO1 block | KCNK9 block
CC(NC(=O)CN1c2cccc3cccc(c23)S1(=O)=O)c1ccc(S(N)(=O)=O)cc1 (centres undefined) | i | i | i | i | -10.0 | i | i | i | i | i | i
CCN1C(=O)C(CC(=O)NCCc2ccccc2)N(NC(=O)c2cccnc2)C1=S (centres undefined) | i | i | i | i | -12.4 | i | i | i | i | i | i
COCCN(C(=O)Nc1ccccc1OC)c1nc2ccccc2s1 | -11.2* | i | i | i | -9.4 | i | -7.73* | i | i | i | i
Cc1cc(C(=O)Nc2ccccc2C(=O)O)oc1C | i | i | i | i | -7.0 | i | i | i | i | i | i
